FEN1 inh = blocks human flap endonuclease 1; Recombinant FEN1 flap cleavage, fluorescence, 15 min; 390,000 tested, 0.35% active; P39748; Potency, µM (series often up to 114 µM), for inactives: at the highest dose activity change, negative = inhibition, hits mostly inhibitors; AID 588795; further: nearly all actives have a fitted effect of over 65% in size
Target sequence (P39748 whole entry, looked up): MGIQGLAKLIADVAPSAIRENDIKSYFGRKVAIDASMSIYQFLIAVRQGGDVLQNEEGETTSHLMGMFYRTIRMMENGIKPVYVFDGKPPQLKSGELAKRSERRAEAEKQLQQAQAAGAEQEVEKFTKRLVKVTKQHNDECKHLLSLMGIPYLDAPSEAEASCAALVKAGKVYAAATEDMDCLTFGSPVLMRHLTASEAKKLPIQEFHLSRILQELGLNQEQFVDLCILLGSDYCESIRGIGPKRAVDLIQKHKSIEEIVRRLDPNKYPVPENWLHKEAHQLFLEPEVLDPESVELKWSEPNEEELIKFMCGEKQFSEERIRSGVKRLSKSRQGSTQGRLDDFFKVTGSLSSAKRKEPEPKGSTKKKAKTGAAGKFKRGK
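FEN1 at 10 nM preincubated with compounds 15 min at room temperature, then flap DNA substrate added at 50 nM final. Signal read at 0 and 15 min; concentration-response fitted with four-parameter Hill equation.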
N370S GC = N370S glucocerebrosidase modulation, Gaucher chaperone candidate; P04062; N370S GC spleen homogenate, 4MU-glucoside fluorescence; Potency, µM (highest dose often 59.4 µM), for inactives: top-dose activity change, negative = inhibition, hits mostly inhibitors; 330,000 tested, 0.092% active; AID 2101;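 further: 0% = full enzyme activity and -100% = no enzyme basal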
TDP1 block = inhibitors of human tyrosyl-DNA phosphodiesterase TDP1; Q9NUW8; 350,000 tested, 0.28% active; Potency, µM (highest dose often 130 µM), for inactives: at the top dose activity change, negative = inhibition, usual class: inhibitors; recombinant TDP1, AlphaScreen DNA substrate cleavage; further: nearly all actives have a fitted effect of over 40% in size
Target sequence (Q9NUW8 whole entry, looked up): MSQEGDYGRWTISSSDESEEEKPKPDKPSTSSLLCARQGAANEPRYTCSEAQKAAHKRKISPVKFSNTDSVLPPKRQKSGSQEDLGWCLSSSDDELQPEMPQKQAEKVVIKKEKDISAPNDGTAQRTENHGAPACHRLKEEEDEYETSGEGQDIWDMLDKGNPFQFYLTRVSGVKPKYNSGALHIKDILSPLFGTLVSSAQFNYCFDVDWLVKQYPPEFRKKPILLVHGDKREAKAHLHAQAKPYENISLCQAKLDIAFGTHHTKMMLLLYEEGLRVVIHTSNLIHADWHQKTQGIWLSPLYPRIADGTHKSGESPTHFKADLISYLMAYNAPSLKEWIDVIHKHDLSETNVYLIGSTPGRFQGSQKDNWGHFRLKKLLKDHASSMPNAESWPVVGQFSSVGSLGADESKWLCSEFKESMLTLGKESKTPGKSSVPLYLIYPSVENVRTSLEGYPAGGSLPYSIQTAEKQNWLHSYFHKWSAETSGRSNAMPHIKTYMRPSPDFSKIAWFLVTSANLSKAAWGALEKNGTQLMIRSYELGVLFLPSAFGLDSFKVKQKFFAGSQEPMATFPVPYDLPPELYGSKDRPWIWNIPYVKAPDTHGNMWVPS
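AlphaScreen read-out: signal falls as enzyme removes the 3' tyrosine-FITC from a 5'-biotinylated DNA oligo (15 nM, 5 min, RT). Enzyme was E. coli-made recombinant Tdp1 at 1 nM, exposed to compound for 15 min beforehand; beads 10 ug/ml, 10 min.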
* marks the source's active call; other numbers are inactive results; ? = inconclusive; . = not tested or not shown; [ ] = remark or other dose. The call rests on the fitted dose curve; in most records, active means well fitted curve in the direction sought with a large enough effect; inconclusive means small, poorly fitted or top-dose-only effect, or another doubt; inactive means no such curve, though single readings can be large; an effect the other way counts as inactive or inconclusive. Unless noted, on the % scale 0 is the no-effect control and ±100 the full control effect; potency means the concentration at half of the fitted maximal effect. Hits appear at their usual frequency. Share with any hit: about 0.57%.

SMILES	FEN1 inh	N370S GC	TDP1 block
Cc1c(NC(=O)CN2C(=O)NC3(CCCC3)C2=O)c(=O)n(-c2ccccc2)n1C	-6%	-3%	0%
COc1ccc(OC)c(NC(=O)C2C(C(=O)O)C3(Cl)C(Cl)=C(Cl)C2(Cl)C3(Cl)Cl)c1 (stereo not drawn)	8%	-3%	9%
O=C(Nc1ccc2c(c1)OCCO2)C1CCN(C(=O)c2ccc(Br)cc2)CC1	-9%	-28%	4%
C=CCn1cnnc1SCC(=O)N(C1CCCCC1)C1CCS(=O)(=O)C1 (stereo not drawn)	-8%	.	0%
CCOc1ccc(C(CC(=O)O)NC(=O)C(Sc2ccccc2)c2ccccc2)cc1 (stereo not drawn)	1%	4%	5%
CC1(C)Cc2c(sc3nc(N/N=C/c4ccccc4)[nH]c(=O)c23)CO1	4%	12%	8%
CCN(CC(=O)Nc1cccc(OC)c1)CC(=O)Nc1ccc(C)cc1Cl	-3%	5%	-5%
Cc1ccc(S(=O)(=O)C(CNC(=O)C(=O)NCCc2ccc(F)cc2)c2cccs2)cc1 (stereo not drawn)	19%	.	3%
COc1cc(NCCCCCCCN)c2ncccc2c1	-2%	6%	2%
Cc1ccc(-n2nc3c(=O)n(CCCC(=O)N4CCC(C(N)=O)CC4)nc(C)c3c2C)cc1	-2%	-13%	3%
Cc1ccc2cc(C)c3nnc(SCc4ccc(C(=O)O)cc4)n3c2c1C	4%	2%	-4%
CC(C)NCC(O)COCCOc1ccc(C(C)(C)C)cc1 (stereo not drawn)	6%	?	0%
NC(=O)c1c(NC(=O)C2CCCO2)sc2c1CCC2 (stereo not drawn)	-17%	11%	5%
COc1ccc(N2CCN(C(=O)c3ccc(SC)cc3OC)CC2)cc1	35%	-5%	-8%
Cc1ccc(OCC(=O)Nc2ccc3oc(=O)ccc3c2)cc1C	-13%	1%	-3%

Another view of part of the listing above.
Values run as follows: FEN1 inh, N370S GC, TDP1 block
Cc1ccc(S(=O)(=O)C(CNC(=O)C(=O)NCCc2ccc(F)cc2)c2cccs2)cc1 (stereo not drawn)
  19%, ., 3%
NC(=O)c1c(NC(=O)C2CCCO2)sc2c1CCC2 (stereo not drawn)
  -17%, 11%, 5%
COc1cc(NCCCCCCCN)c2ncccc2c1
  -2%, 6%, 2%

Given in CSV form: entries from further up.
Molecule,FEN1 inh,N370S GC,TDP1 block
Cc1ccc(OCC(=O)Nc2ccc3oc(=O)ccc3c2)cc1C,-13%,1%,-3%
COc1cc(NCCCCCCCN)c2ncccc2c1,-2%,6%,2%
COc1ccc(N2CCN(C(=O)c3ccc(SC)cc3OC)CC2)cc1,35%,-5%,-8%
Cc1ccc(S(=O)(=O)C(CNC(=O)C(=O)NCCc2ccc(F)cc2)c2cccs2)cc1 (stereo not drawn),19%,.,3%

(further entries)
SMILES	FEN1 inh	N370S GC	TDP1 block
COc1ccc(S(=O)(=O)Nc2cccnc2)c(C)c1C	4%	-2%	.
CCc1cccc(C)c1NC(=O)CSc1nnc(-c2ccco2)n1N	14%	3%	-2%
Cc1cc(NC(=O)/C=C/c2ccco2)ccc1NC(=O)c1ccccc1	1%	8%	-8%
CC1CCN(c2ccc(C(=O)Nc3nnc(C4CC4)s3)cc2[N+](=O)[O-])CC1	7%	3%	5%
Cc1cc2oc(=O)cc(CN3CCN(S(=O)(=O)/C=C/c4ccccc4)CC3)c2cc1C	-7%	-2%	0%
CCn1c(CNC(=O)c2ccc(OC)c(OC)c2)nnc1SCC(=O)Nc1ccc(OC)cc1	0%	1%	3%
Cc1ccc(-c2csc(-c3cc(C)on3)n2)cc1	-10%	19%	3%
COc1ccc(S(=O)(=O)N2Cc3ccccc3CC2C(=O)N2CCOCC2)cc1OC (stereo not drawn)	7%	1%	5%
CCCCn1ccnc1C	18%	4%	0%
NNC(=O)C1COc2cc3ccccc3cc2O1 (stereo not drawn)	-1%	-2%	3%
CCOc1ccc(NS(=O)(=O)c2cc(C)c(C)cc2C)cc1	-21%	-1%	.
CN(Cc1cnc2nc(N)nc(N)c2n1)c1ccc(C(=O)NC(CCC(=O)O)C(=O)O)cc1 (stereo not drawn)	-20%	-2%	-6%[56.1 µM]
Cc1ccccc1N1CC(C(=O)Nc2ccc(Br)cc2)CC1=O (stereo not drawn)	12%	.	7%
O=C(COC(=O)CNS(=O)(=O)c1ccc(Br)cc1Cl)Nc1ccc(N2CCOCC2)cc1	-14%	1%	2%
COc1ccc(/C=C(\C#N)C(=O)Nc2cc(C)c(Cl)cc2OC)cc1O	-4%	-6%	.

One compound at a time (already shown):
`O=C(COC(=O)CNS(=O)(=O)c1ccc(Br)cc1Cl)Nc1ccc(N2CCOCC2)cc1` is listed with FEN1 inh = -14%; N370S GC = 1%; TDP1 block = 2%
`Cc1ccc(-c2csc(-c3cc(C)on3)n2)cc1` is listed with FEN1 inh = -10%; N370S GC = 19%; TDP1 block = 3%

In the list so far, these contain two or more sulfur atoms:
SMILES	FEN1 inh	N370S GC	TDP1 block
C=CCn1cnnc1SCC(=O)N(C1CCCCC1)C1CCS(=O)(=O)C1 (stereo not drawn)	-8%	.	0%
Cc1ccc(S(=O)(=O)C(CNC(=O)C(=O)NCCc2ccc(F)cc2)c2cccs2)cc1 (stereo not drawn)	19%	.	3%

(cont.)
SMILES	FEN1 inh	N370S GC	TDP1 block
O=C(CCNS(=O)(=O)c1cccc2nonc12)NCCc1ccc(Cl)cc1	3%	4%	4%
COc1ccc(/C=N/NC(=O)c2ccc(F)cc2)cc1CN1CCc2cc(OC)c(OC)cc2C1C (stereo not drawn)	-12%	-6%	6%
COc1ccccc1N1CCN(C(=O)C2CCN(S(=O)(=O)c3ccccc3F)CC2)CC1	9%	.	0%
CCC(=O)c1ccc(O)cc1	19%	11%	3%
CCOC(=O)COc1cccc2c(=O)n(CC(=O)NCc3ccccc3)ccc12	6%	8%	.
CC(C)(C)n1ncc2c(=O)n(CC(=O)N3CCc4ccccc43)cnc21	-9%	11%	5%
Cc1cnc(NC(=O)c2cncc(Br)c2)s1	8%	-10%	5%
O=S(=O)(c1cccc(C(F)(F)F)c1)N1CCN(c2nc(-c3ccccc3)nc3ccccc23)CC1	7%	.	1%
CCOc1ccc(N2C(=O)CC(N(Cc3ccco3)C(=O)CCC(=O)O)C2=O)cc1 (stereo not drawn)	-1%	3%	3%
CC(C(=O)Nc1ccccc1)c1ccc(-c2ccccc2)c(F)c1 (stereo not drawn)	-23%	-1%	0%
CN(CC(=O)Nc1ccccc1Cl)CC(=O)Nc1sc2c(c1C(N)=O)CCC2	-11%	7%	.
CC(=O)N/C(=C\c1cccc([N+](=O)[O-])c1)C(=O)NC1CCCCC1	-2%	14%	3%
COCc1[nH]nc2c1C(c1sccc1C)C(C#N)=C(N)O2 (stereo not drawn)	-6%	-10%	-1%
CCOC(=O)C1=C(N)N(c2ccccc2Oc2ccccc2)C(=O)C1	9%	-20%[2.35 µM]	8%
Cc1ccccc1Cn1nc(C)c(NC(=O)c2noc3c2CC(C(C)(C)C)CC3)c1C (stereo not drawn)	-19%	3%	5%
COc1ccc(C(=O)NC2CCN(S(=O)(=O)c3ccccc3)CC2)cc1	5%	-10%	.
COc1ccc(-c2nn(-c3ccc(F)cc3)c3c2cnc2cc4c(cc23)OCO4)cc1	3%	.	4%
CCN(CC)CCCNC(=O)C1c2ccccc2C(=O)N(CCOC)C1c1ccc(F)cc1 (stereo not drawn)	9%	4%	3%
CC1(C)Cc2sc3c(=O)[nH]c(=S)[nH]c3c2CO1	-1%	5%	1%
COc1ccc(Cl)cc1NS(=O)(=O)c1cccc(C(=O)NC2CC2)c1	2%	.	0%
CCCCC1(C)OC(=O)C(=Cc2ccc(SC)cc2)C(=O)O1 (stereo not drawn)	1%	14%	0%
Cc1occc1C(=O)NCc1ccc2c(c1)OCO2	-6%	2%	1%
O=C(Nc1cc(Cl)cc(Cl)c1)c1ccc(F)c(S(=O)(=O)NC2CCCC2)c1	-15%	.	3%
C/C(=N\NC(=S)NC1CCCCC1)c1cccc(Br)c1	0%	1%	3%
CCOc1ncccc1C(=O)Nc1ccc(C)c(S(=O)(=O)N2CCCCCC2)c1	-17%	.	-5%
COC(=O)c1ccc(Oc2nc(NC(C)C)nc(NC(C)C)n2)cc1	13%	-3%	4%
COc1ccccc1NC(=O)C1=C(C)Nc2ncnn2C1c1cccs1 (stereo not drawn)	2%	4%	3%
CC(C)(C)C(=O)/C=C1\SCC(=O)N1CC(=O)N1CCN(c2ccccc2)CC1	6%	.	1%
O=C(NCC(=O)N(c1cccnc1)C(C(=O)NCc1ccco1)c1ccccc1)c1ccco1 (stereo not drawn)	-3%	2%	0%
COC(=O)c1[nH]c2cccc(C)c2c1NC(=O)CN1CCN(C(=O)c2ccco2)CC1	-1%	1%	2%
CCN(C[C@H]1N[C@@](C)(C(=O)OC)[C@H]2C(=O)N(C)C(=O)[C@@H]12)C(=O)Nc1ccc(OC)cc1	-16%	.	1%
COc1cc(S(=O)(=O)N2CCOCC2)ccc1NC(=O)CSc1nnc(N)s1	6%	4%	3%
COc1ccc(/C=C2\SC(=S)N(CC(=O)NC3CCS(=O)(=O)C3)C2=O)cc1 (stereo not drawn)	-1%	-7%	3%
CC(C)CNC(=O)CN1C(=O)NC2(CCCc3ccccc32)C1=O (stereo not drawn)	3%	-11%	5%
CCC1=Nc2cc(C(=O)NCc3ccco3)ccc2Sc2ccccc21	-7%	21%	1%
CCCCn1c(-c2csc3c2CCC(C)C3)n[nH]c1=S (stereo not drawn)	5%	15%	12%
COc1ccccc1NC(=O)CN1C(=O)C2(SCC(=O)N2c2ccc(C)c(C)c2)c2ccccc21 (stereo not drawn)	11%	.	3%
NS(=O)(=O)c1ccc(NC(=O)CCc2ccccc2)cc1	-1%	-3%	7%
COc1ccc(CNC(=O)CCNC(=O)c2ccc(C(C)(C)C)cc2)cc1OC	7%	-14%	-8%
C=CCOc1ccc(/C(O)=C2\C(=O)C(=O)N(CCOC)C2c2cccnc2)cc1 (stereo not drawn)	-1%	5%	-2%
Cc1ccc(C)c(CN2C(=O)CSc3ccc(C(=O)NCc4ccccc4)cc32)c1	7%	.	-1%
CCn1cc(-c2ccccc2)c(C(=O)O)c1-c1ccc(OC)cc1	-2%	3%	0%
COc1ccc2c(c1)N(C)/C(=C1/SC(=NCc3ccccc3)N(c3ccccc3)C1=O)S2	-1%	-1%	0%
COc1cccc(CNC(=O)Cn2cccc2)c1	0%	-1%	2%
COC(=O)CCn1nc(-c2ccc(C)cc2)c2ccccc2c1=O	1%	-4%	0%
CN(CC1CCOCC1)C(=O)CC1C(=O)NCCN1Cc1cccc(F)c1 (stereo not drawn)	-10%	15%	3%
CCOc1ccc(/C(O)=C2/C(=O)C(=O)N(c3ncccn3)C2c2ccccc2)cc1 (stereo not drawn)	-11%	2%	-6%
COCCNC(=O)CSc1nc2ccccc2c(=O)n1CC1CCCO1 (stereo not drawn)	-4%	2%	-1%
CCC12CN3CC(CC)(CN(C1)C31C(=O)N(C)c3ccc(C)cc31)C2=O (stereo not drawn)	-1%	-12%	1%
O=C(CCC(=O)N(CC(=O)NC1CCCC1)Cc1ccc2c(c1)OCO2)Nc1ccccn1	8%	-6%	9%
COc1ccc(OC)c(C(=O)/C=C/c2cccnc2)c1	12%	-13%	15%
COc1ccc(NC(=O)CSc2nc3sc(C)c(C)c3c(=O)n2Cc2ccco2)cc1	-14%	-9%	3%
COC(=O)c1ccc(Cl)cc1NC(=O)N(Cc1ccc(C)o1)C1CCN(C(C)=O)CC1	5%	.	6%
Cc1nc2ccccn2c1-c1csc(Nc2cccc(O)c2)n1	-24%	-2%	-3%
CCCCc1nccn1CCn1ccnc1CCCC	-2%	-15%	-3%
CCOc1cc(-c2c(C#N)c(=O)[nH]c3c2c(C)nn3-c2ccc(F)cc2)ccc1O	7%	-1%	-1%
CCC(C(=O)OCC(=O)Nc1cc(Cl)ccc1Cl)c1ccccc1 (stereo not drawn)	-27%	2%	0%
CN(Cc1ccccc1)C(=O)COC(=O)c1ccc(S(=O)(=O)N(C)C)cc1	3%	4%	3%
CCN(CC1CCCN(CCc2cccc(F)c2)C1)C(=O)c1cc2ccccc2o1 (stereo not drawn)	6%	-7%	4%
CCc1c(O)nc(SCC(=O)N2CCOCC2)n(-c2ccccc2)c1=O	4%	-2%	2%

Next section.
SMILES	FEN1 inh	N370S GC	TDP1 block
O=C(Oc1ccc(/C=N/NC(=O)c2ccccn2)cc1)c1cccc(Br)c1	17%	0%	-4%
Cc1cc2oc(=O)c3c(c2cc1OC(=O)c1ccco1)CCCC3	-1%	8%	4%
Cc1ccc2c(C)c(C(=O)N3CCC(c4nc5ccccc5s4)CC3)oc2c1C	4%	.	-6%
COc1ccc(COCC(O)CN2CCC(C(N)=O)CC2)cc1OC (stereo not drawn)	-4%	-3%	6%
COc1ccc(C(C(=O)NC(C)(C)C)N(C[C@H]2CC[C@@H]([C@@H]3CC[C@H](CO)O3)O2)C(=O)c2ccccc2)cc1 (stereo partly drawn)	0%	.	0%[56.1 µM]

Screens: PubChem, National Center for Advancing Translational Sciences (NCATS)
